# Bioassay records deposited in PubChem BioAssay by National Center for Advancing Translational Sciences (NCATS).
# CHX counter = counter-screen for Shiga toxin inhibitors: cycloheximide protein synthesis inhibition; cell reporter, cycloheximide protein synthesis inhibition counterscreen; max response, %; 12% of 300,000 active; in the data active = max response mostly above about 13%, no sharp cut-off; inactive = mostly below about 14%; note: read at 38.3 µM for the half of the compounds with a filed dose; 0% is about no effect
# Sm TGR inh = inhibitors of Schistosoma mansoni thioredoxin glutathione reductase; purified TGR, DTNB reduction, TNB absorbance 405 nm; Potency, µM (series often up to 114 µM), for the others: at the top dose activity change, negative = inhibition, most hits filed as inhibitors; 3% of 360,000 active; AID 485364; note: potency is the fitted concentration of half-maximal effect; % is set by controls: 0 for no effect and ±100 for the full control effect; nearly all actives have a fitted effect of over 60% in size
#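 TGR 20 nM + NADPH 100 uM (dispensed conc.), cpd preinc 15 min RT; start with NADPH (500 uM addition) then DTNB (15 mM addition). Kinetic TNB absorbance, 405 nm filter. Four-parameter Hill fit across titration.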
# Shiga toxin inh = inhibitors of Shiga toxin in Vero cells. Vero cells, Shiga toxin protein synthesis inhibition reporter. inhibition, % at 38.7 µM. 9.2% of 290,000 active. AID 2315; in the data active = inhibition mostly above about 28%, no sharp cut-off; inactive = mostly below about 43%; note: 0% is about no effect
# Giardia FBPA inh = Giardia lamblia aldolase inhibition. purified Giardia FBPA. Potency, µM (titrated, usually from 59.6 µM), inactives show top-dose activity, negative = inhibition, most hits filed as inhibitors. 0.71% of 290,000 active; note: potency is the fitted concentration of half-maximal effect; % is set by controls: 0 for no effect and ±100 for the full control effect; nearly all actives have a fitted effect of over 55% in size
# Target sequence (A8B2U2 whole entry, looked up): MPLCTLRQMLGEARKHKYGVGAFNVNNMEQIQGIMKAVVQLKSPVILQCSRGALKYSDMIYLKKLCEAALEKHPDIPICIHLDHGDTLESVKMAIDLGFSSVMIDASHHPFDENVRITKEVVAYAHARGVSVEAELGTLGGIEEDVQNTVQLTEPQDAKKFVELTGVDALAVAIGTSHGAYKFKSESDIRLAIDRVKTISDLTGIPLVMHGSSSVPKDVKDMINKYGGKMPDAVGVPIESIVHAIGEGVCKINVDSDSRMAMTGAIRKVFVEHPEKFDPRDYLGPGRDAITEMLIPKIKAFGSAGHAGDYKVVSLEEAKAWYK
#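 Giardia FBPA (40 nM reagent) was preincubated 10 min at RT with compound (up to 57.5 uM final), then substrate plus GAPDH/TPI/NAD/arsenate coupling system with diaphorase/resazurin was added; resorufin fluorescence (525/598 nm) was read after 20 min.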
# Pf growth 48h = P. falciparum growth inhibition at 48 hours (one generation); P. falciparum luciferase growth in erythrocytes, 48 h; Potency, µM (titrated, usually from 28.7 µM), inactives show at the top dose activity change, negative = inhibition, hits mostly inhibitors; 5.9% of 310,000 active; AID 504832; note: potency is the fitted concentration of half-maximal effect; % is set by controls: 0 for no effect and ±100 for the full control effect
#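 A one-generation exposure of luciferase-tagged malaria parasites in RPMI 1640/Albumax erythrocyte culture, 37 C and 5% CO2. Inhibition is inferred from decreased luminescence after adding detection reagent.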
# Pf growth 96h = P. falciparum growth inhibition at 96 hours. P. falciparum luciferase reporter growth, 96 h. Potency, µM (doses to about 28.7 µM), for the others: top-dose activity change, negative = inhibition, most hits filed as inhibitors. 6.9% of 320,000 active; note: potency is the fitted concentration of half-maximal effect; % is set by controls: 0 for no effect and ±100 for the full control effect
#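 Compounds incubated with erythrocytes infected by luciferase-expressing P. falciparum (2% hematocrit, 0.05% parasitemia final) for 96 hours, 37 C in 5% CO2. Growth inhibition scored as decreased luciferase luminescence.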
# Numbers without * were called inactive; ? = inconclusive; nt = no result given; & = joins results of further samples; [ ] = remark or other dose. Unless noted, calls come from the whole dose curve; as a rule, active = well fitted curve in the direction sought with a large enough effect; inconclusive = small, poorly fitted or top-dose-only effect, or another doubt; inactive = no such curve, though single readings can be large; an effect the other way counts as inactive or inconclusive.
SMILES,CHX counter,Sm TGR inh,Shiga toxin inh,Giardia FBPA inh,Pf growth 48h,Pf growth 96h
COc1ccc(CN(CC(=O)NC2CCCC2)C(=O)c2ccc(-c3ccccc3)[nH]2)cc1,3.1,8.1%,-12.8,-0.5%,?,6.7%
O=C(Nc1ccc2ncccc2c1)c1ccccc1Br,37.7*,?,41.4*,?,198.8%[activator],26.7%
Cc1oc(-c2ccccc2)cc1C(=O)NCc1ccncc1,1.1,-33.0%,-16.6,4.1%,-0.8%,2.1%
Cc1nn(C(=O)CCC(=O)NCc2cccc(F)c2)c2ccccc12,-1.8,-1.1%,0.2,4.8%,15.4%,?
COC(=O)c1ccc(OC(=O)C2CC(=O)N(c3ccc(C)cc3C)C2)cc1 (stereo not drawn),-1.8,-2.9%,-5.2,2.8%,12.9%,nt
CC1(C(O)(C#CCN2CCCCC2)c2ccccc2)CCCC1 (stereo not drawn),-2.3,?,-9.8,-5.2%,?,37.7%[activator]
O=C(CSc1nnc(-c2cccs2)n1-c1ccccc1)NCc1ccco1,-2.8,-2.4%,3.2,4.0%,5.8%,nt
CCCCCOc1ccc(/C(C)=N/NC2=NCCN2)cc1,-2.6,-0.5%,0.9,-13.8%,7.38µM*,11.7µM*
COc1ccc(S(=O)(=O)N2CCC(C(=O)NCc3cccnc3)CC2)cc1C,-3.8,-4.1%,-2.4,4.0%,-7.5%,?
O=C(Nc1cccc(O)c1)c1ccc(C(F)(F)F)cc1,30.5*,1.7%,68.6*,-18.6%,122.6%[activator],179.7%[activator]
O=C(Nc1cc(C(F)(F)F)ccc1-n1cncn1)c1ccc(F)cc1Cl,nt,-1.7%,nt,nt,-5.4%,7.9%
C=CCN(CC=C)C(=O)C1CCN(S(=O)(=O)c2ccc(N3CCCC3=O)cc2)CC1,-1.4,-6.3%,-2.5,nt,-18.7%,7.38µM*
Cc1cc(C)nc(NS(=O)(=O)c2ccc(NC(=O)Cc3ccccc3)cc2)n1,-0.9,0.7%,-2.9,13.7%,-1.8%,13.1µM*
CCOc1ccc(C(O)Cc2nc3ccccc3n2C)cc1 (stereo not drawn),22.1*,-0.7%,61.7*,-6.0%,48.9%[activator],-11.1%
Cc1cc(C(C#N)c2ccc(Cl)cc2)c(Cl)cc1NC(=O)c1cc(I)cc(I)c1O (stereo not drawn),nt,-22.6%,nt,nt,?,1.0%&-15.3%
Cc1cccc(C(=O)Nc2nnc(-c3ccc(C(C)(C)C)cc3)s2)c1,18.8*,-0.4%,45.8,0.7%,41.1%[activator],20.0%
O=C1CSC(=O)N1CCOCCN1C(=O)CSC1=O,-2.2,3.6%,6.0,8.6%,13.4%,19.4%
Cc1cccnc1NC(=O)CCc1nnc2ccc(NCc3ccco3)nn12,-3.9,-23.6%,12.9,-4.0%,8.4%,-32.3%
O=[N+]([O-])c1ccc(Cl)cc1N/N=C/c1ccncc1,0.6,7.7%,-4.2,12.8%,8.2%,-28.1%
COc1ccc(CCNC(=O)c2cc3c(=O)n(C)c4ccccc4c3n2C)c(OC)c1,-1.0,-1.2%,-20.4,-6.6%,?,?
O=C(N/N=C/c1ccc(N2CCOCC2)o1)c1cccc(C(F)(F)F)c1,-2.0,11.2µM*,-3.4,?,-29.8%,-28.4%
COc1ccc(C(=O)N/C(=C/c2cccs2)C(=O)NN)cc1OC,0.8,4.1%,23.9,3.0%,22.8%,0.0%
CCc1nnc(SCCSc2nnc(CC)n2N)n1N,1.7,12.0%,-12.7,0.6%,27.8%,140.5%[activator]
O=[N+]([O-])c1cccc(S(=O)(=O)N2CCCCCC2)c1,-1.1,0.9%,-7.9,2.6%,10.2%,10.5%
COCCNC(=O)C(=O)N/N=C(\C)CC(=O)Nc1cccc(C(F)(F)F)c1,13.3,-6.6%,20.5,-12.9%,0.4%,-12.0%

# Further compounds follow:
SMILES,CHX counter,Sm TGR inh,Shiga toxin inh,Giardia FBPA inh,Pf growth 48h,Pf growth 96h
CN(C)c1ccc(C2NC(=O)c3ccccc3N2)cc1 (stereo not drawn),46.4*,10.4%,65.8*,-6.8%,101.0%[activator],-1.4%
COc1cc(OC)cc(-c2cc3nc(C)c(CCC(=O)NCc4ccccc4)c(C)n3n2)c1,-5.5,-12.0%&-20.5%,-40.6,-6.7%,?,?
CC(=O)N1CCCc2cc(S(=O)(=O)Nc3ccccc3C)ccc21,-4.1,-0.8%,-2.2,11.4%,-0.6%,0.0%
Cc1ccc(-c2csc(N(CCCN(C)C)C(=O)c3ccco3)n2)cc1,2.2,?,23.8,-15.6%,-21.6%,11.1%
COC(=O)c1[nH]c2ccc(Cl)cc2c1NC(=O)C1CC1,-4.8,8.9%,-15.5,4.8%,-1.7%,8.9%
C=CCn1c(SCc2nc3ccccc3[nH]2)nnc1-c1cccc(OC)c1,0.5,1.4%,-15.2,-7.9%,?,?
Cc1ccc(C(=O)NCCc2nnc3ccc(SCC(=O)Nc4ccccc4C)nn23)cc1,-2.7,-2.5%,-4.7,4.0%,?,10.4µM*
Cc1ccc(S(=O)(=O)CCC(=O)c2cccc([N+](=O)[O-])c2)cc1,7.5,?,15.4,-6.5%,6.0%,32.7%[activator]
COc1ccc(CCNC(=O)CCC(=O)N2CC(C)Oc3ccccc32)cc1OC (stereo not drawn),-1.2,-30.2%,-5.8,-11.3%,-22.0%,?
O=C(O)c1ccc(CSc2ncnc3c2cnn3Cc2ccccc2)cc1,-4.0,1.9%,-12.4,?,-3.0%,-7.3%
O=C(OCC(=O)c1ccc(Cl)cc1Cl)c1cnccn1,-4.1,1.7%,-4.5,4.8%,24.0%,9.4%
COc1cc(C(=O)N/N=C/c2coc3ccc(Cl)cc3c2=O)ccc1O,-1.0,-32.5%,-2.3,12.9%,8.0%,69.7%[activator]
CCc1nnc(NC(=O)CN2C(=O)CCC2=O)s1,-3.4,9.3%,-2.5,-0.8%,4.9%,11.3%
C=CCOc1ccccc1CN1CCC(n2nccc2NC(=O)c2ccccc2)CC1,-3.8,-7.8%,-7.7,-4.5%,-21.9%,0.0%
COc1ccc(N2C(=O)CSC2c2ccc([N+](=O)[O-])cc2)cc1 (stereo not drawn),-2.6,-13.6%,-4.2,2.6%,nt,5.22µM*
COc1ccccc1N(C(=O)Cn1nnc2ccccc21)C(C(=O)NCc1ccco1)c1ccc(C)o1 (stereo not drawn),14.1,44.7µM*,52.3,9.6%,13.1µM*,30.1%[activator]
CCc1nnc(NS(=O)(=O)c2ccc(NC(=O)c3cccc(OC)c3)cc2)s1,4.0,12.3%,-1.8,-19.9%,1.3%,2.0%
O=C(CN(C(=O)c1csnn1)c1ccccc1Cl)NC1CCCCC1,-4.7,6.6%,9.8,9.9%,12.3%,-0.9%
O=C(OCCCN1CCCCC1)c1ccc(O)cc1,0.9,11.6%,-12.2,2.0%,25.2%,2.62µM*
CCC(CO)Oc1cc(NC(=O)c2ccc(F)cc2)c2ncn(C(C)C)c2c1 (stereo not drawn),nt,-26.5%,nt,nt,0.0%,?
Cc1cc(C)c(C)c(OCCCCn2cnc3ccccc3c2=O)c1,-6.4,4.0%,-7.6,2.7%,?,-10.9%
O=C(CSc1cccc[n+]1[O-])N1CCCc2ccccc21,22.7*,7.8%,15.3,8.0%,12.8%,-14.6%
O=C(Nc1ccc2nc(-c3cccs3)c(-c3cccs3)nc2c1)N1CCOCC1,-0.3,-19.7%,-1.6,?,?,-1.6%
CN(C)c1ccc(N/C=C/C(=O)C(F)(F)F)cc1,55.6*,-10.6%,71.1,?,9.28µM*,6.57µM*
CC1CCc2c(sc(NC(=O)COC(=O)c3ccccc3NCc3ccco3)c2C#N)C1 (stereo not drawn),3.1,0.0%,-20.2,-3.0%,16.3%,nt

# Continuation:
SMILES,CHX counter,Sm TGR inh,Shiga toxin inh,Giardia FBPA inh,Pf growth 48h,Pf growth 96h
COc1cc(/C=C/C(=O)NCc2cccnc2)cc(OC)c1OC,-4.0,-17.4%,-0.7,8.5%,?,-5.1%
Cc1c(C(=O)N/N=C/c2ccccc2)[nH]c2ccc(Cl)cc12,27.2*,-1.4%,40.5*,2.8%,4.3%,?
CSc1ccc(/C=C/c2ccc3cccc(O)c3n2)cc1,44.1*,6.7%,115.3*,-16.9%,-18.9%,-25.9%
Cc1coc2cc3oc(=O)c(Cc4ccccc4)c(C)c3cc12,10.4,-2.6%,-4.0,5.6%,-11.3%,?
COc1ccc(C)cc1S(=O)(=O)N1CCN(S(=O)(=O)c2cc(C)ccc2OC)C(C)C1 (stereo not drawn),-1.4,7.3%,8.9,8.5%,?,0.0%
Nc1ncn(C23CC4CC(CC(C4)C2)C3)n1,7.0,0.9%,-13.8,2.6%,nt,10.5%
O=S(=O)(c1ccc2[nH]c3c(c2c1)CCCC3)N1CCCCC1,1.6,?,-4.0,nt,?,5.8%
CCn1c(=O)c2sccc2n(Cc2ccccc2)c1=O,4.8,6.1%,-8.9,0.0%,?,-10.0%
O=C(CN1CCOCC1)Nc1ccc(N2CCN(c3ccccc3)CC2)c(F)c1,-2.3,3.5%,8.1,1.5%,174.7%[activator],15.8%
COc1ccccc1N1CCN(C(=O)c2ccc3c(=O)n4c(nc3c2)CCCCC4)CC1,nt,-18.9%,nt,nt,?,?
CC1(C)Cc2ccccc2C(=NC(Cc2ccccc2)C(=O)O)N1 (stereo not drawn),-5.4,-1.7%,nt,10.0%,-2.2%,0.2%
CN1C(=O)N(c2ccc(Cl)cc2)C(C)(O)CC1(C)C (stereo not drawn),-0.4,11.3%,-8.3,5.7%,5.6%,21.8%
Clc1ccc(CNCc2cccs2)c(Cl)c1,-1.0,-24.5%,-10.6,-0.1%,-6.5%,26.6%
CC(=O)CCc1c(C)nc2ccc(C)cc2c1Cl,15.8,-15.1%,35.7,3.0%,4.7%,?
O=C(Nc1ccccc1OC(F)F)c1ccc(S(=O)(=O)N2CCOCC2)cc1,-3.4,-18.0%,44.5,2.8%,-1.9%,26.4%
Cc1cc(OCc2nn[nH]n2)c2c(C)c(Cc3ccccc3)c(=O)oc2c1,-4.5,0.0%,-4.7,10.8%,0.0%,26.4%
CC(C)CCOP(=O)(c1ccccc1)c1ccccc1,-2.4,6.4%,-2.2,3.0%,14.7µM*,?
CNC(=O)N(O)C1N(NC(=O)Nc2cccc3ccccc23)C(=S)SC1(C)C (stereo not drawn),5.4,19.4%,4.4,?,24.0%,?
CCc1nnc(NC(=O)Nc2ccccc2OC)s1,35.2*,0.4%,90.7*,1.7%,50.7%[activator],nt
O=C(CSc1ncnc2c(-c3ccc(Cl)cc3)nsc12)c1ccccc1,14.8,-1.7%,24.7,8.9%,135.3%[activator],54.5%[activator]
N#CC(C#N)=C1C(=O)N(CCN2CCCCC2)c2ccccc21,0.7,-14.7%,17.3,?,-2.5%,0.3%

# Compound profiles, as listed above. Order of screens: CHX counter | Sm TGR inh | Shiga toxin inh | Giardia FBPA inh | Pf growth 48h | Pf growth 96h
# Results for `CC(=O)CCc1c(C)nc2ccc(C)cc2c1Cl` → 15.8 | -15.1% | 35.7 | 3.0% | 4.7% | ?
# Results for `Cc1coc2cc3oc(=O)c(Cc4ccccc4)c(C)c3cc12` → 10.4 | -2.6% | -4.0 | 5.6% | -11.3% | ?
# Results for `COc1ccc(C)cc1S(=O)(=O)N1CCN(S(=O)(=O)c2cc(C)ccc2OC)C(C)C1` (stereo not drawn) → -1.4 | 7.3% | 8.9 | 8.5% | ? | 0.0%

# Of the compounds above, these have a COOH group.
SMILES,CHX counter,Sm TGR inh,Shiga toxin inh,Giardia FBPA inh,Pf growth 48h,Pf growth 96h
O=C(O)c1ccc(CSc2ncnc3c2cnn3Cc2ccccc2)cc1,-4.0,1.9%,-12.4,?,-3.0%,-7.3%
CC1(C)Cc2ccccc2C(=NC(Cc2ccccc2)C(=O)O)N1 (stereo not drawn),-5.4,-1.7%,nt,10.0%,-2.2%,0.2%
